Nrf2 ARE act: activates Nrf2 signaling; AREc32 ARE-luciferase reporter (MCF7-derived line), luminescence, 24 h; Potency, µM (doses to about 46.1 µM), without a hit: top-dose activation, hits mostly activators; 0.31% of 410,000 active; note: potency is the fitted concentration of half-maximal effect; % of control where 0% means no effect; nearly all actives have a fitted effect of over 65% in size
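Cells of the AREc32 ARE-luciferase line are plated in OPTI-MEM containing 5% FBS and left overnight at 37 deg C. Compounds are pinned in, incubation continues 24 hr, and firefly luciferase signal is then measured.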
pAkt inh: inhibitors of Akt phosphorylation. Neuro2A IGF-stimulated pAkt S473 HTRF, 20 min; stronger effect = lower value. 0.32% of 360,000 active. activity change, % for hits at 50 µM; in the data active = activity change below about -80%; inconclusive = mostly about -51% to -80%; note: % is set by controls: 0 for no effect and ±100 for the full control effect
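Single-point screen (50 µM final compound) in Neuro2A cells stimulated 20 min with 6 nM IGF at 37 deg C. After lysis, Ser473-phosphorylated Akt read by HTRF (ex 330 nm, em 615/665 nm) as the 665/615 ratio.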
S2 tox: cell viability loss in ATXN counter-screen | S2 cells (HEK-293 line with an ATXN2-luciferase reporter) viability, CellTiter-Fluor protease fluorescence, 24 h | Potency, µM (series often up to 56.7 µM), most hits filed as cytotoxic | 0.49% of 400,000 active | AID 651635; note: potency is the fitted concentration of half-maximal effect; nearly all actives have a fitted effect of over 40% in size
A549 tox: kills or reduces viability of A549 cells in Nrf2 counter-screen | 0.16% of 390,000 active | A549 ARE-Fluc cells, CellTiter-Fluor viability, 18-24 h | Potency, µM (highest dose often 46 µM), inactives show at the highest dose activity change, negative = cytotoxicity, hits mostly inhibitors; note: potency is the fitted concentration of half-maximal effect; % is set by controls: 0 for no effect and ±100 for the full control effect
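A549 ARE_Fluc cells in 5% FBS OPTI-MEM were exposed to compounds in concentration-response for 18-24 h at 37 deg C. Viability was read by CellTiter-Fluor fluorescence (Ex 405/Em 525) after 30 min, before the luciferase read.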
Nrf2 inh: Nrf2 pathway inhibition. Potency, µM (titrated, usually from 46 µM), without a hit: at the highest dose activity change, negative = inhibition, actives largely listed as inhibitors. A549 ARE-Fluc reporter, luciferase luminescence, 18-24 h. 2.1% of 360,000 active; note: potency is the fitted concentration of half-maximal effect; % is set by controls: 0 for no effect and ±100 for the full control effect; nearly all actives have a fitted effect of over 60% in size
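Cells were seeded and rested 2 h, then exposed to compounds for 18-24 h. CellTiter-Fluor was read first as a viability measure. BugLite was added 15 min before the final luminescent read of ARE-luciferase activity in A549 cells.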
TGFb inhibitor: blocks TGF-b signaling; HepG2 CAGA-GFP TGF-b/SMAD3 reporter, GFP fluorescence, 18 h; TGF-beta stimulated, 500 pg/mL final; Potency, µM (highest dose often 46.1 µM), for inactives: at the top dose activity, negative = inhibition, hits mostly inhibitors; 1.2% of 410,000 active; note: potency is the fitted concentration of half-maximal effect; % is set by controls: 0 for no effect and ±100 for the full control effect; nearly all actives have a fitted effect of over 65% in size
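GFP signal (ex488/em500-530) from TGF-beta-stimulated HEPG2 CAGA-GFP cells, 500 pg/mL final, 18 h at 37 degrees C in DMEM plus 1% FBS, normalized to unstimulated and DMSO-stimulated controls.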
CCT modulator: modulators of cytosolic chaperonin (CCT/TRiC) activity; AID 651819; activity change, % (test concentration not listed), hits read low; purified chaperonin ATPase assay, HTRF ADP detection, 30 min; 0.3% of 360,000 active; in the data active = activity change below about -30%; note: % is set by controls: 0 for no effect and ±100 for the full control effect
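First, chaperonin was dispensed at 40 nM or 20 nM final depending on batch activity. Next, compounds were pinned at 76 uM and ATP added at 10 uM. After 30 min at 37 °C, ADP detection reagents ran 30 min at ambient temperature.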
HepG2 tox: kills HepG2 cells in TGF-b inhibitor counter-screen | HepG2 CAGA-GFP viability, ATP luminescence, 18 h | Potency, µM (doses to about 46.1 µM), for inactives: top-dose activity change, negative = cytotoxicity, hits mostly cytotoxic | 0.76% of 410,000 active | AID 588856; note: potency is the fitted concentration of half-maximal effect; some results filed as inactive show a strong effect at the top dose
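CellTiter-Glo luminescence gave cytotoxicity after 18 hours at 37 degrees C. The cells were HepG2 CAGA-GFP in 1% FBS DMEM, stimulated with 500 pg/mL TGF-beta after compound addition. %Activity was normalised to no-cell wells (complete cell-killing) and DMSO (no toxicity), and curves were fitted and classified.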
Mm-Cpn inhibitor: inhibitors of Methanococcus maripaludis chaperonin (MmCpn) | purified Mm-Cpn ATPase, ADP Transcreener TR-FRET | Potency, µM (top dose mostly 76.9 µM), for inactives: at the top dose activity, negative = inhibition, usual class: inhibitors | 0.031% of 330,000 active | AID 504842; note: potency is the fitted concentration of half-maximal effect; % is set by controls: 0 for no effect and ±100 for the full control effect; nearly all actives have a fitted effect of over 80% in size
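Compound-treated chaperonin, 25 nM final, turns over 10 uM ATP at 37°C for 30 min following a 10 min preincubation; ADP generated competes with ADP-d2 for Eu-cryptate antibody, lowering FRET.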
The depositor's hits bear a star; i = inactive; ? = inconclusive; · = no result given; [ ] = another dose, or the depositor's remark. Unless noted, calls come from the whole dose curve; as a rule, active = well fitted curve in the direction sought with a large enough effect; inconclusive = small, poorly fitted or top-dose-only effect, or another doubt; inactive = no such curve, though single readings can be large; an effect the other way counts as inactive or inconclusive.

SMILES	Nrf2 ARE act	pAkt inh	S2 tox	A549 tox	Nrf2 inh	TGFb inhibitor	CCT modulator	HepG2 tox	Mm-Cpn inhibitor
COc1ccc(CCNC(=O)C2CCN(C(=O)c3ccc(Br)cc3)CC2)cc1OC	0.3%	i	?	-1%	-21%	-10%	-5.4	-14%	-1%
Cn1ncc(Cl)c1C(=O)N1CCN(c2ccc(F)cc2)CC1	-0.1%	i	i	8%	19%	-33%	0.9	-29%	2%
O=C(Nc1nnc(Cc2ccc([N+](=O)[O-])cc2)s1)c1ccc2c(c1)OCO2	2.3%	i	i	2%	10%	-5%	0.5	0%	-5%
CCOC1=C2[C@@H](CN(S(=O)(=O)c3ccc(C)cc3)[C@H]2c2cccc3ccccc23)[C@H]2C(=O)N(CC)C(=O)[C@H]2C1	0.0%	i	?	·	·	?	0.7	-22%	·
O=C(NCCc1ccccc1)c1ccc(NC2=NC3CS(=O)(=O)CC3S2)cc1 (centres undefined)	-0.1%	i	i	4%	2%	3%	-3.1	24%	0%
Cc1nnc(SCC(=O)Nc2ccc3c(c2)OCCO3)n1N	2.4%	i	i	2%	8%	1%	-0.8	4%	1%
Cc1ccc(C(=O)N2CCCC2)cc1S(=O)(=O)Nc1cccc(C)c1C	0.2%	i	i	-5%	?	-2%	-0.4	3%	2%
CCSc1nnc(NC(=O)c2c(-c3ccccc3Cl)noc2C)s1	0.1%	i	i	-5%	-26%	1%	-4.7	-2%	-8%
Cc1ccc(NC(=O)CN2C=NS(=O)(=O)c3ccccc32)cc1	-0.8%	·	i	2%	·	2%	·	2%	·
CC(=O)c1cc2c(cc1NC(=O)CN1CCCCCCC1)OCO2	0.7%	i	i	4%	6%	-10%	5.0	-28%	-4%
O=C(OCCN1CCOCC1)c1ccc(Cl)cc1Cl	4.0%	i	i	0%	-10%	-1%	0.8	-6%	0%
COC(=O)c1cc(S(=O)(=O)N2CCN(c3ccccc3OC)CC2)cn1C	-0.3%	i	i	5%	-23%	-3%	-1.3	-7%	2%
COC(=O)C1=C(C(=O)OC)[C@@H]2N(Cc3ccccc3)c3ccccc3[C@@]23C[C@@H](C(=O)OC)N=C3N1	-0.1%	i	i	3%	14%	-6%	-4.2	1%	-3%
CCCN(CC)c1ncnc2[nH]ncc12	-0.3%	i	i	-9%	?	-2%	-5.8	14%	·
C=CCN(C)NC(=S)Nc1ccccc1	-0.6%[9.22 µM]	i	i	-1%	-14%	22%	-0.9	25%	2%
C=C(C)COc1ccc(-c2ncnc(C(F)(F)F)c2-c2ccccc2)c(O)c1	6.8%	i	i	3%	-22%	18%	0.2	7%	0%
Cc1cc(S(=O)(=O)Nc2cccc(O)c2)c(C)s1	0.3%	i	i	-10%	-21%	-4%	-3.0	9%	0%
CCOC(=O)CC1ON(C)C(=O)N1c1ccc(Cl)cc1Cl (centres undefined)	-0.1%	i	i	9%	·	0%	0.0	-2%	·
Cc1nc2ccccn2c1C(=O)N/N=C/c1ccc(F)cc1	2.8%[9.22 µM]	i	i	10%	3%	14%	0.0	-4%	3%
COCCNc1nc(NCc2cc(-c3ccc(OC)cc3)no2)c2sccc2n1	0.0%	i	?	·	·	?	0.4	-41%	·
CC(=O)N1N=C(c2ccc([N+](=O)[O-])cc2)CC1c1ccccc1Cl (centres undefined)	0.0%	i	i	3%	-19%	-16%	-1.3	-17%	-2%
COc1ccc(F)cc1C(=O)C1CCCN(C(=O)CCN2CCCCO2)C1 (centres undefined)	-0.7%	i	i	7%	6%	0%	0.2	-6%	-1%
CCOc1ccc(NS(=O)(=O)c2ccc(C(=O)N3CC(C)OC(C)C3)cc2)cc1 (centres undefined)	0.0%	i	i	-2%	-16%	-13%	-0.9	-37%	2%
COc1ccc(F)cc1C(=O)C1CCCN(Cc2c[nH]c3ccccc23)C1 (centres undefined)	24%	i	i	-10%	-23%	-21%	0.6	-29%	-5%
CC(=O)c1ccc(N2CCN(C(=O)c3ccc(Cn4c(=S)[nH]c5ccc(N6CCOCC6)cc5c4=O)cc3)CC2)cc1	5.3%	i	·	-10%	?	-1%	0.5	19%	-3%

Three of these compounds in another layout.
canonical_smiles | Nrf2 ARE act | pAkt inh | S2 tox | A549 tox | Nrf2 inh | TGFb inhibitor | CCT modulator | HepG2 tox | Mm-Cpn inhibitor
C=C(C)COc1ccc(-c2ncnc(C(F)(F)F)c2-c2ccccc2)c(O)c1 | 6.8% | i | i | 3% | -22% | 18% | 0.2 | 7% | 0%
Cc1nc2ccccn2c1C(=O)N/N=C/c1ccc(F)cc1 | 2.8%[9.22 µM] | i | i | 10% | 3% | 14% | 0.0 | -4% | 3%
Cc1ccc(NC(=O)CN2C=NS(=O)(=O)c3ccccc32)cc1 | -0.8% | · | i | 2% | · | 2% | · | 2% | ·

Two entries drawn at random from those above, as already listed:
SMILES	Nrf2 ARE act	pAkt inh	S2 tox	A549 tox	Nrf2 inh	TGFb inhibitor	CCT modulator	HepG2 tox	Mm-Cpn inhibitor
C=C(C)COc1ccc(-c2ncnc(C(F)(F)F)c2-c2ccccc2)c(O)c1	6.8%	i	i	3%	-22%	18%	0.2	7%	0%
CCOc1ccc(NS(=O)(=O)c2ccc(C(=O)N3CC(C)OC(C)C3)cc2)cc1 (centres undefined)	0.0%	i	i	-2%	-16%	-13%	-0.9	-37%	2%

(list continues)
SMILES	Nrf2 ARE act	pAkt inh	S2 tox	A549 tox	Nrf2 inh	TGFb inhibitor	CCT modulator	HepG2 tox	Mm-Cpn inhibitor
O=S(=O)(NCC(c1ccco1)N1CCN(c2ccc(F)cc2)CC1)c1ccc2c(c1)OCCO2 (centres undefined)	-0.2%	i	?	0%	-6%	-8%	1.8	-47%	-4%
CCN(CC(=O)Nc1ccccc1C(F)(F)F)C(=O)C1CCC1	0.2%	i	i	0%	-9%	-14%	-3.1	2%	2%
CN1CCCN(C(=O)CSc2ccccc2)CC1	0.1%	i	i	0%	1%	8%	-4.5	-9%	-2%
O=C(Nc1nnc(SCc2ccc(Cl)cc2)s1)c1cnccn1	-0.4%	i	i	6%	1%	0%	1.8	-8%	-4%
O=C(NCCC(c1ccccc1)c1ccco1)c1cccs1 (centres undefined)	8.2%	i	i	3%	15%	-19%	-1.9	0%	-1%[15.4 µM]
CCOC(=O)C1=CCN(S(=O)(=O)c2ccccc2Cl)C1c1cccc(Cl)c1 (centres undefined)	19%	i	?	·	·	-15%	-1.8	7%	·
Cc1nc2ccccc2nc1OCC(=O)Nc1ccccc1	-0.2%	i	i	-2%	-17%	-2%	2.2	1%	-3%
NC(=O)NNC(=S)Nc1cccc2ccccc12	0.4%	i	?	-7%	-5%	6%	-2.7	-20%	-2%
CCCCOC(=O)/C(=C\c1ccc([N+](=O)[O-])o1)NC(=O)c1ccccc1	?	i	i	-3%	-18%	0%	2.4	-4%	1%
O=C(NCc1cccc(Cl)c1)C1Cc2c(-c3ccccc3Oc3ccccc3)ccnc2O1 (centres undefined)	0.5%	i	i	·	·	?	-1.8	-28%	·
O=C(Nc1ccccc1)O/N=C1/CCCc2occc21	5.4%	i	i	2%	?	-23%	-1.0	14%	0%
CCN1CCN(C(=O)c2ccc3c(c2)N(Cc2c(F)cccc2Cl)C(=O)c2ccccc2S3)CC1	0.7%	·	·	-11%	-16%	-4%	·	-20%	·
CCc1ccc2nc(NC(=O)Cn3cnc4ccccc4c3=O)sc2c1	0.1%	i	i	-5%	16%	-22%	0.2	-19%	1%
CC(=O)NC1(C(F)(F)F)C(=O)Nc2c1c(=O)[nH]c(=O)n2-c1ccccc1 (centres undefined)	0.1%	i	i	2%	2%	4%	2.1	-18%	-7%
Cc1cc(C(F)(F)F)nc(NCc2ccc(F)cc2)n1	-0.8%	i	i	-2%	-4%	10%	-3.2	-3%	2%
Cc1cc(C)nc(-n2nc(C)c(Sc3ccc(F)cc3)c2N)n1	0.4%	i	?	-8%	?	?	-0.9	-32%	-4%
Cc1ccccc1-n1c(SCC(=O)N2CCOCC2)nc(O)cc1=O	-0.2%	i	i	-2%	8%	-11%	-0.3	8%	1%
COc1ccc(CC(=O)OCC(=O)NCC2CCCO2)cc1OC (centres undefined)	-0.6%	i	i	-3%	0%	6%	1.5	2%	2%
Nc1cc(C(=O)N/N=C/c2cccc([N+](=O)[O-])c2)n[nH]c1=O	11%	i	i	11%	11%	-4%	1.4	-2%	0%
Cc1ccc(NC(=O)CN(C)Cc2ccc(F)cc2)c([N+](=O)[O-])c1	2.3%	i	i	14%	-3%	-4%	-2.0	0%	-1%
C=CCOc1ccc(/C=C2/C(=N)N3N=C(CC(=O)N4CCCC4)SC3=NC2=O)cc1OC	2.3%	i	i	-1%	-3%	4%	1.7	-5%	0%
CCCCN(C)CCCN1C(=O)C2C(C(=O)Nc3cccc(OC)c3)C3C=CC2(O3)C1C(=O)NC1CCCCC1C (centres undefined)	-0.6%	i	i	-16%	1%	4%	-0.6	-9%	-11%
COc1ccc(CC(=S)N2CCOCC2)cc1	-0.3%	i	i	6%	11%	2%	-3.2	-42%	1%
O=c1onc(-c2cccs2)n1Cc1ccccc1	-0.7%	i	i	3%	-2%	-24%	0.3	-9%	1%
Cc1ccc(C)c(CN2C(=O)c3ccccc3S(=O)(=O)c3ccc(C(=O)Nc4ccccc4C(F)(F)F)cc32)c1	-0.3%	·	i	3%	0%	-13%	·	2%	·
CCOC(=O)N1CCN(C(=O)CSc2nnc(-c3ccccc3OC)o2)CC1	0.3%	i	?	-3%	·	4%	-0.7	-4%	-1%
CCn1c(SCC(=O)c2[nH]c(C)c(C(C)=O)c2C)nnc1-c1cccs1	5.3%	i	i	-3%	?	0%	0.3	-6%	-2%
Cc1ccc(C(=O)N/C(=C/c2ccco2)C(=O)Nc2cccc(C(=O)O)c2)cc1	-0.6%	i	i	3%	24%	0%	-0.4	7%	-12%
O=C(CCCC(=O)N(c1ccc(F)cc1)C(C(=O)NC1CCCC1)c1ccc(O)cc1)Nc1ccccn1 (centres undefined)	1.9%	i	i	3%	-9%	-2%	-2.6	0%	-2%

Screens deposited in PubChem BioAssay by National Center for Advancing Translational Sciences (NCATS).
